Source: PubChem BioAssay
Mdm2 MdmX PPI – inhibitors of human Mdm2-MdmX association, primary screen, cell-based, luminescence, split luciferase, SaOS-2, uHTS; Protein Mdm4 (Homo sapiens) + E3 ubiquitin-protein ligase Mdm2 (Homo sapiens), …; SaOS-2 split-luciferase Mdm2/MdmX complementation; inhibition, % at 8 µM; 330,000 tested, 3% active; AID 485346, 2010;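 active = inhibition of at least 50% at 8 µM in the primary screen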
tim10-1 inh – growth inhibitors of tim10-1 mutant yeast, primary screen, luminescence, uHTS | 330,000 tested, 2.2% active | S. cerevisiae tim10-1 ts strain growth, BacTiter-Glo, 24 h | inhibition, % at 20 µM;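 active = inhibition of at least 40%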;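 also: mutant grown at 25 °C; 0% = DMSO wells with yeast and 100% = wells holding no yeast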
APJ antag – antagonists of human apelin receptor APJ, primary screen, CHO-K1 cells, beta-arrestin complementation, luminescence. 330,000 tested, 0.32% active. inhibition, % at 20 µM. P35414;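 active = inhibition above about 40% at 20 µM, limit read from the data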;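 also: cells challenged with 10 nM apelin-13 agonist together with compound; plate controls were apelin-13 plus DMSO wells for no effect and DMSO wells lacking apelin-13 for full effect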
Target sequence (P35414 whole entry, looked up): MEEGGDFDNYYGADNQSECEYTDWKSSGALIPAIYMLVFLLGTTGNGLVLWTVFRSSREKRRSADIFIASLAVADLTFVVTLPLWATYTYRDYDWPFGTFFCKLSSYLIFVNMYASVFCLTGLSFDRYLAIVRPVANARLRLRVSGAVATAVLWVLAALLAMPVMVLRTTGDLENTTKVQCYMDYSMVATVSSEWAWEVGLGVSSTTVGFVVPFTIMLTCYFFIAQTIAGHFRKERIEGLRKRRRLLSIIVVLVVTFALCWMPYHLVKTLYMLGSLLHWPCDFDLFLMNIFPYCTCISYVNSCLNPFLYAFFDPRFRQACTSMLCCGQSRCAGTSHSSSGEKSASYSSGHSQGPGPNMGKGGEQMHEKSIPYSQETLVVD
XBP1 UPR activ – activators of adaptive XBP1 UPR arm, primary screen, cell-based, CHO-XBP1 luciferase reporter, luminescence, uHTS; IRE1-XBP1 UPR activation; percent of tunicamycin response, DMSO as zero; activation, % at 20 µM; 330,000 tested, 0.33% active; AID 463104, 2010;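 active = versus positive control, 20 µM dose yields 30% or more activation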;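 also: 100% = tunicamycin at 10 µg/mL and 0% = DMSO only wells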
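incubation = overnight seeding at 37 °C, 6 h compound treatment at 37 °C | assay system = CHO-XBP1 cells stably carrying IRE1-XBP1-driven luciferase reporter | input = 1000 cells per well | detection = luciferase luminescence | dosing = single point, 20 µM final compound, 1% DMSO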
CXCR6 block – CXCR6 receptor inhibitors, primary screen, cell-based, beta-arrestin, luminescence, CHO-K1 PathHunter, 1536-well; C-X-C chemokine receptor type 6 (Homo sapiens), O00574; inhibition, % at 20 µM; 360,000 tested, 0.36% active; AID 602244, 2012; in the data active = inhibition above about 34%, passing the limit was not always enough;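 also: antagonist mode with CXCL16 agonist at 10 nM final; 0% = 10 nM CXCL16 with DMSO and 100% = unstimulated wells without agonist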
Target sequence (O00574 whole entry, looked up): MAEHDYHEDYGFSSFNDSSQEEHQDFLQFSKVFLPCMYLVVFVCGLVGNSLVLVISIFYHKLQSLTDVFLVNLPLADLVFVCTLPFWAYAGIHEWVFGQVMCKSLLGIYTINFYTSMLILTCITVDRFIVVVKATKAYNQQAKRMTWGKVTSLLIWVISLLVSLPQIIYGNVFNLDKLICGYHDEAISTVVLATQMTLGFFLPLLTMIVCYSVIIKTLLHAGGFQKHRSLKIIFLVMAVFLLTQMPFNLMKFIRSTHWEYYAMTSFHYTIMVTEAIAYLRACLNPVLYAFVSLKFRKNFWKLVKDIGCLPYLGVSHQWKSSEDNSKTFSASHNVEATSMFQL
tim23-1 inh – growth inhibitors of tim23-1 mutant yeast, primary screen, luminescence, uHTS. S. cerevisiae tim23-1 growth, BacTiter-Glo luminescence, 24 h. inhibition, % at 20 µM. 330,000 tested, 1.3% active. AID 463212, 2010;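 active = growth inhibition of the mutant yeast at or above 50%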;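 also: temperature-sensitive mutant grown at 25 °C; plate controls were DMSO-treated mutant yeast for no effect and medium wells lacking yeast for full effect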
TIM10 inh – growth inhibitors of isogenic TIM10 control yeast, primary screen, counter-screen for tim10-1 yeast inhibitor project, luminescence, uHTS; AID 463195, 2010; inhibition, % at 10 µM; 330,000 tested, 1.4% active; S. cerevisiae TIM10 strain growth, BacTiter-Glo luminescence, 24 h;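 active = inhibition of 40% or more at the single tested concentration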;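 also: wild-type TIM10 isogenic control strain grown at permissive 25 °C; 0% = DMSO yeast wells and 100% = minimal medium wells without yeast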
APJ ag – agonists of human apelin receptor APJ, primary screen, CHO-K1 cells, PathHunter beta-arrestin, luminescence | P35414 | 0% DMSO wells, 100% apelin | activation, % at 20 µM | 330,000 tested, 0.11% active;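 active = activation more than six SD over the plate average, tested at 20 µM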;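 also: 0% = DMSO alone and 100% = apelin-13 at 10 nM; some results filed as inactive read as strong as hits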
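Test system – PathHunter CHO-K1 APJ (AGTRL-1) beta-arrestin reporter cells · Input – 1000 cells/well · Compound – single test compound dose, 20 µM final, 1% DMSO · Times – compound stimulation 90 min at 25 °C, detection 60 min · Technique – beta-gal luminescence · Read-out basis – APJ–arrestin association signal · Control set – negative DMSO alone, positive Apelin-13 at 10 nM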
CHOP UPR activ – activators of apoptotic CHOP UPR arm, primary screen, cell-based, CHO-CHOP luciferase reporter, luminescence, uHTS; UPR activation; percent of tunicamycin response over DMSO baseline; activation, % at 10 µM; 330,000 tested, 0.34% active; AID 449763, 2010;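 active = at 10 µM dose, activation of 40% or more, normalized to positive control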;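 also: 100% = tunicamycin at 10 µg/mL and 0% = DMSO alone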
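System: CHO-CHOP luciferase reporter cell line; amount: 500 cells/well; buffer or medium: F12 medium containing 10% fetal bovine serum; incubation: 6 h compound exposure at 37 °C after overnight seeding; measured by: luciferase luminescence after 10 min with Steady-Glo reagent; evaluation: % reporter activation, DMSO baseline versus tunicamycin full activation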
* marks the source's active call; other numbers are inactive results; x = not tested or not shown.

SMILES | Mdm2 MdmX PPI | tim10-1 inh | APJ antag | XBP1 UPR activ | CXCR6 block | tim23-1 inh | TIM10 inh | APJ ag | CHOP UPR activ
Cc1ccc(/C=N/NC(=O)c2ccco2)cc1 | -6 | -4 | 16 | -3 | -5 | 22 | 9 | 4 | -0.2
CC(C)(C)n1cnc2cc(NC(=O)c3ccccc3)ccc21 | -59 | -1 | 7 | -4 | -1 | 49 | 58* | -4 | 3.1
CC(C)(C)Cc1nnc(NC(=O)c2ccc3c(c2)OCO3)s1 | -53 | 8 | 2 | 4 | -3 | -2 | -2 | -3 | 7.0
COc1cccc2cc(C(=O)NC3CC(C)(C)NC(C)(C)C3)c(=O)oc12 | -15 | 6 | -6 | 0 | x | 10 | 1 | -1 | -1.4
Cc1cc(N2C(=O)c3ccccc3C2=O)n(C)n1 | -9 | -18 | 7 | 0 | -4 | -5 | 5 | 2 | -0.1
Cc1cccc(Cn2ncc(Cl)c(Cl)c2=O)c1 | 100* | 37 | 11 | 4 | -2 | 19 | -4 | 1 | 19
Cn1c(SCC(=O)NCc2ccccc2)ncc(C(=O)Nc2ccccc2)c1=O | 0 | 0 | 10 | -5 | 10 | -1 | -2 | 1 | 4.4
COc1cc(C(c2c(C)n(C)n(-c3ccccc3)c2=O)c2c(C)n(C)n(-c3ccccc3)c2=O)cc(Br)c1O | 8 | -2 | 5 | -3 | -2 | 4 | 8 | -4 | 1.3
Cc1cc(C(F)F)nn1CC(=O)NC1CCCCCC1 | 18 | 1 | 17 | -3 | 6 | 2 | 7 | -5 | -1.4
CCOc1cc(C(=O)N2CCN=C2SC)cc(OCC)c1OCC | -27 | 24 | 19 | -3 | 2 | 10 | 13 | -1 | -1.1
Cc1cccc(NC(=O)c2cccc(C(=O)Nc3cccc(C)c3)c2)c1 | 26 | -25 | -2 | -6 | 0 | -11 | -17 | -3 | 4.6
Cc1cc(C(=O)Nc2cccc([N+](=O)[O-])c2C)cs1 | 5 | 4 | -3 | -1 | -2 | 5 | 2 | -4 | 2.0
CNC(=O)Cn1nc(C)c2ccccc2c1=O | 8 | 11 | 14 | 4 | 7 | 1 | -10 | -4 | -1.3
COc1ccc(CC(=O)OCC(=O)NC2CCCC(C)C2C)cc1OC (configuration not stated) | 37 | 13 | 7 | -3 | 9 | 22 | 10 | -2 | -0.2
COc1ccc(CCNS(=O)(=O)c2ccc(Cl)cc2)cc1OC | 9 | -10 | 0 | -4 | 1 | 6 | 7 | -2 | -1.8

Mdm2 MdmX PPI, what is marked active above
| SMILES | Mdm2 MdmX PPI | APJ antag | CXCR6 block | APJ ag |
| --- | --- | --- | --- | --- |
| Cc1cccc(Cn2ncc(Cl)c(Cl)c2=O)c1 | 100* | 11 | -2 | 1 |

Continuation:
SMILES | Mdm2 MdmX PPI | tim10-1 inh | APJ antag | XBP1 UPR activ | CXCR6 block | tim23-1 inh | TIM10 inh | APJ ag | CHOP UPR activ
Cc1ccc(NC(=O)C2CCN(S(=O)(=O)c3cccs3)CC2)cc1 | -14 | 2 | -12 | -3 | 5 | 19 | -1 | -2 | -1.6
Cc1sc2ncn(-c3ccccc3)c(=O)c2c1C | 5 | 3 | 5 | 0 | -2 | 9 | 1 | 0 | 3.7
CCOc1ccc2nc(SCC(=O)Nc3ccc4[nH]c(=O)[nH]c4c3)[nH]c2c1 | 16 | -4 | 1 | -2 | -13 | -6 | 6 | 8 | 0.0
O=C(Cc1cccs1)Nc1nc2ccccc2s1 | -77 | 19 | 0 | 0 | -17 | 35 | -1 | -3 | 3.3
Cc1ccc(C)c(NC(=S)/C(=C(\[O-])c2ccc(OC(F)F)cc2)[n+]2ccccc2)c1 | 13 | 5 | 3 | 3 | 8 | 18 | 11 | -5 | 1.3
CCOC(=O)NC(Nc1cc(C)ccn1)(C(F)(F)F)C(F)(F)F | -16 | -5 | 15 | -3 | -10 | 0 | 2 | 3 | -1.3
COc1ccc(NC(=O)C2CCCCN2S(=O)(=O)c2ccc(F)cc2)c(OC)c1 (configuration not stated) | 12 | 44* | -7 | 0 | 3 | 31 | 34 | -1 | -4.3
COc1ccc(OC)c(Nc2nc(-c3cccc([N+](=O)[O-])c3)nc3ccccc23)c1 | 60* | 5 | 8 | 7 | 10 | 12 | -4 | -3 | 2.6
COc1cc(C(=O)Nc2cc(C(F)(F)F)ccc2N2CCOCC2)ccc1O | 15 | 33 | 10 | 3 | 0 | 45 | 20 | -3 | -0.8
Cc1ccccc1NC(=O)CSc1nc(N)c(C#N)c(-c2cccs2)c1C#N | 12 | 3 | -13 | -1 | 5 | 8 | 9 | 0 | 1.0
COc1cc(Br)cc2cc(C(=O)NCC3CCCO3)c(=O)oc12 (configuration not stated) | 20 | 10 | 8 | 0 | -7 | 2 | -2 | -2 | -0.3
CCCCN(CC)C(=O)C1CCCN(S(=O)(=O)c2cccc3nsnc23)C1 (configuration not stated) | 5 | 20 | 12 | -2 | 6 | 22 | 13 | 3 | -2.3
O=C(Cn1nnc2ccccc21)OCC(=O)c1ccc(F)cc1 | 10 | -8 | -4 | -2 | 3 | 15 | 11 | -5 | 1.4
CC(C)(C)NC(=O)Cn1c(Cl)nc2ccccc21 | 6 | -2 | -1 | -1 | 5 | -4 | -1 | -2 | -0.9
Cc1ccc(C)c(N2C(=O)CN=C2Nc2ccccc2Cl)c1 | 6 | 15 | -11 | 0 | -2 | 5 | 2 | 0 | -0.1

Only APJ antag, tim23-1 inh and XBP1 UPR activ, for some of the entries so far:
molecule,APJ antag,tim23-1 inh,XBP1 UPR activ
Cc1ccc(NC(=O)C2CCN(S(=O)(=O)c3cccs3)CC2)cc1,-12,19,-3
Cc1sc2ncn(-c3ccccc3)c(=O)c2c1C,5,9,0

Going on with the list:
SMILES | Mdm2 MdmX PPI | tim10-1 inh | APJ antag | XBP1 UPR activ | CXCR6 block | tim23-1 inh | TIM10 inh | APJ ag | CHOP UPR activ
COc1ccc(N2C(=O)c3ccc(NC(C)=O)cc3C2=O)cc1 | -2 | 11 | -3 | 0 | -3 | -3 | 8 | -2 | 3.9
Cc1cccc(C(=O)NC2CCN(S(=O)(=O)c3ccc(F)cc3)CC2)c1 | -25 | 10 | -8 | -4 | 0 | 11 | 9 | 0 | 3.8
Cc1ccc(C)c(NC(=O)C(=O)NCCCN2CCOCC2)c1 | 4 | -9 | -16 | -3 | 4 | 6 | -14 | -1 | -0.7
Cc1ccc(NC(=O)C2C3CCCCC32)cc1[N+](=O)[O-] (configuration not stated) | -11 | 19 | -3 | 0 | 4 | 25 | 6 | -1 | 4.3
COc1cc(NC(=O)c2cccs2)c(OC)cc1NC(=O)Cc1ccccc1 | 21 | 23 | -21 | -4 | -9 | 20 | -3 | -2 | -0.3
CC12C(=O)N(Cc3ccco3)C(=O)C1C1c3ccccc3C2c2ccccc21 (configuration not stated) | 29 | 26 | -8 | 2 | -2 | 27 | 24 | 2 | -2.1
COc1cc(OC)cc(-c2nc(-c3cccs3)no2)c1 | -10 | 18 | -21 | 1 | -2 | 1 | -4 | -5 | 1.5
CC(=O)Nc1ccc(S(=O)(=O)NCCC(=O)OCc2nnc(-c3ccccc3)o2)cc1 | 4 | -9 | 14 | -2 | -3 | -8 | -7 | -1 | 1.8
O=S(=O)(CC(O)CS(=O)(=O)c1ccc(Cl)cc1)c1ccccc1 (configuration not stated) | -16 | -12 | 11 | -2 | -1 | 1 | 7 | -2 | 0.4
COc1ccccc1-c1nnc(SCC(=O)NC2CCCCC2)n1N | 32 | -6 | 1 | 3 | 3 | -6 | -9 | -4 | 0.9
CN(C)/N=C/c1ccc(OS(=O)(=O)c2ccccc2)cc1 | -88 | -12 | 6 | 3 | -2 | 12 | -27 | -3 | 2.4
O=S(=O)(Cc1nnnn1-c1ccccc1)c1ccccc1 | 8 | -10 | 18 | -7 | -3 | -6 | 8 | 0 | -0.4
COc1ccc2c(c1)C(c1ccccc1)NC(=O)C2 (configuration not stated) | -49 | -3 | 1 | -2 | 4 | 8 | -7 | 12 | -0.9
O=C(c1ccc2nc(-c3ccco3)c(-c3ccco3)nc2c1)N1CCN(c2ccccc2)CC1 | 32 | 42* | -54 | -2 | 0 | 15 | 19 | 1 | 0.8
CCn1c(SCC(=O)Nc2cc(C)on2)nnc1-c1ccncc1 | 8 | -5 | 4 | 1 | 6 | 2 | -4 | 0 | -0.2
Cc1ccc(Cl)cc1NC(=S)N(CCN(C)C)C(C)c1ccccn1 (configuration not stated) | 11 | 7 | -9 | 0 | 6 | 5 | 5 | -3 | 1.5
COC(=O)C1=C(Nc2ccc(C)cc2)C=C(C)C(C(=O)OC)C1c1ccc(OC)cc1 (configuration not stated) | 44 | 28 | 14 | 1 | 22 | 24 | 9 | -6 | -0.8
O=C(NCc1ccccc1CN1CCCC1)c1cccc(S(=O)(=O)N2CCCC2)c1 | -9 | 9 | 3 | -2 | 4 | 10 | 0 | -2 | -0.3
CN(CC(=O)NC1CCCCC1)S(=O)(=O)c1ccc(Cl)cc1 | 16 | 11 | 3 | -1 | 9 | 13 | 0 | -1 | 0.9
Cc1cccc(-c2nnc(SCC(=O)NC3CCCC3)o2)c1 | -17 | 8 | 9 | -2 | 4 | 13 | -12 | 4 | 0.8
O=C(NC1CCCCC1)C(=S)NC1CCCCC1 | -72 | 8 | 13 | 7 | x | 7 | 2 | 1 | 2.2
CN(CC(=O)Nc1cccc(F)c1)C(=O)c1cn(-c2ccccc2)nc1-c1ccccc1 | -1 | 24 | -5 | -2 | 5 | 43 | 17 | 2 | 0.1
S=C(NCc1ccc2[nH]c3c(c2c1)CCCC3)Nc1ccccc1Cl | 64* | 21 | -19 | -3 | 2 | 15 | 6 | -4 | 1.0
CCC(=O)N1c2ccc(S(=O)(=O)NCc3ccco3)cc2CC1C (configuration not stated) | 19 | 5 | -40 | -1 | 8 | 3 | 10 | -3 | 0.7
O=C(CCCCCNC(=O)c1ccccc1)N=Nc1c(O)[nH]c2c(Br)cc(Br)cc12 | 3 | 13 | 28 | 0 | x | 5 | 9 | -7 | -1.2
CC1=NN(c2ccccc2)C(=O)/C1=C\c1sccc1C | 10 | 30 | 5 | 0 | 11 | 49 | 32 | -3 | 2.9
CCCc1ccc(S(=O)(=O)N2CCN(C(C)C(=O)NCc3ccccc3)CC2)cc1 (configuration not stated) | 30 | 25 | 22 | -3 | 4 | 34 | 10 | -2 | -0.3
CCOC(=O)C1(CCOc2ccccc2)CCN(Cc2cccc(-n3cccn3)c2)CC1 | 31 | 17 | 17 | 3 | 9 | 13 | 10 | -2 | -0.9

The list is partial. The share of hits here may be higher or lower than overall.
